IDE cell activ: boosts human insulin-degrading enzyme activity in HEK cells | P14735 | FAbeta-B cleavage, fluorescence polarization; 0% vehicle, 100% cell-free pure enzyme wells | activation, % at 5.96 µM | 0.073% of 340,000 active;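 active = activation above the mean of all tested compounds plus 3 SD, set per screening campaign, cut at about 17% in these data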
NS3 helicase inh: inhibitors of Hepatitis C virus NS3 helicase. NS3 helicase DNA unwinding, Cy5 molecular beacon fluorescence. inhibition, % at 10.9 µM. 0.56% of 290,000 active. AID 1800;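 active = inhibition above the mean of all tested compounds plus 3 SD, set per campaign, cut at about 35% in these data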;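 note: 0% = DMSO wells and 100% = thioflavine S control wells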
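System: HCV NS3 helicase fragment; control set: DMSO and thioflavine S; technique: Cy5 fluorescence at 0 and 60 min, beacon hairpin quenching; reagent: beacon DNA duplex substrate plus ATP; replicates: singlicate; schedule: 1 h reaction at 25 °C, ATP-initiated; medium: MOPS buffer pH 6.5 with MgCl2, DTT, Tween20, BSA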
UBC9 SUMO inh: SUMOylation inhibition | AID 2006 | inhibition, % at 35 µM | HTRF SUMOylation assay, SAE1/SAE2 + UBC9, in vitro | 0.36% of 290,000 active | P63279; in the data active = inhibition above about 50%, passing the limit was not always enough; note: strong numbers were not always called active
p-CIP stab down: compounds decreasing mouse p/CIP protein stability; Q05BA5; F442A p/CIP-EGFP cells, EGFP fluorescence, 16 h; decrease of EGFP signal, % at 10 µM; 0.01% of 290,000 active;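 active = EGFP signal decrease of at least 30% at 10 µM or well 3 SD below plate mean, unless failing retest; inactive = the rest, including hits failing retest or dose response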; note: some compounds called inactive have numbers as strong as hits; many of its hits are not listed in these tables
IMP-1 inh: blocks Pseudomonas aeruginosa IMP-1 metallo-beta-lactamase; purified IMP-1, nitrocefin hydrolysis, epi-absorbance fluorescence; inhibition, % at 5.6 µM; 0.45% of 290,000 active;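 active = inhibition above the mean plus 3 SD of all compounds in the same screening run, cut at about 4.5% in these data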;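 note: 0% = IMP-1 with DMSO and 100% = DMSO wells lacking enzyme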
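System: purified IMP-1; amount: IMP-1 0.2 nM before substrate addition; compound: single dose, 5.6 µM; times: 25 °C, 15 min preincubation, 25 min reaction; signal: Epi-absorbance via hydrolysed-nitrocefin quenching of white-plate fluorescence, 480/530 nm, EDTA stop; benchmarks: DMSO with and without IMP-1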
DNA FID counter: counter-screen for HCV NS3 helicase inhibitors: DNA intercalator displacement; AID 1845; inhibition, % at 7.9 µM; DNA fluorescent intercalator displacement, fluorescence; 0.17% of 290,000 active; in the data active = inhibition above about 37%;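 note: 0% = vehicle and 100% = reference compound; higher means more ethidium bromide displaced from hairpin DNA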
PfM18AAP inh: blocks P. falciparum M18 aspartyl aminopeptidase | recombinant PfM18AAP, H-Glu-NHMec fluorogenic cleavage | inhibition, % at 7.35 µM | 1.2% of 290,000 active;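 active = inhibition above the campaign mean inhibition over all tested compounds plus 3 SD, cut at about 28% in these data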;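 note: 0% = plate median of test compound wells and 100% = 2 mM ZnCl2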
IDE cell inh: cellular human IDE inhibition; P14735; HEK cells, FAbetaB cleavage, fluorescence polarization; inhibition, % at 5.59 µM; 0.41% of 320,000 active; AID 434962;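 active = percent inhibition above the average of all tested compounds plus 3 SD, set per screening campaign, cut at about 16% in these data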;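 note: IDE supplied by intact live HEK cells; FP after avidin binding of uncleaved biotin substrate so inhibition keeps polarization high; 0% = DMSO wells and 100% = 60 µM reference IDE inhibitor Ii1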
VIM-2 inhibitor: inhibitors of Pseudomonas aeruginosa VIM-2 metallo-beta-lactamase | purified VIM-2, nitrocefin hydrolysis, epi-absorbance fluorescence | inhibition, % at 5.6 µM | 0.89% of 290,000 active;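 active = inhibition above the mean of all tested compounds plus 3 SD, cutoff set per screening run, cut at about 7.5% in these data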;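 note: red hydrolysis product quenches plate fluorescence so inhibitors raise well fluorescence; 0% = enzyme with DMSO and 100% = DMSO without enzyme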
* = called active by the depositor; . = not tested or not shown.

SMILES	IDE cell activ	NS3 helicase inh	UBC9 SUMO inh	p-CIP stab down	IMP-1 inh	DNA FID counter	PfM18AAP inh	IDE cell inh	VIM-2 inhibitor
CN(C)/C=N/C1=C(C#N)C(c2ccc(Br)cc2)c2ccc3ccccc3c2O1 (configuration not stated)	2	19	8	-5	6.1*	-17	21	1	-1.8
CC(C)Nc1nc(-c2cccnc2)nc(-c2ccccc2)c1C#N	-15	-3	6	-5	-2.0	-27	3	-1	-1.4
COc1ccc(-c2c(NC(=O)CC(C)C)n(C)c3ccccc3c2=O)cc1OC	4	4	14	-17	-1.8	-4	1	5	-1.0
Cc1ccc(C(=O)C2=C(O)C(=O)N(c3ncccn3)C2c2ccc(F)cc2)o1 (configuration not stated)	13	5	21	3	1.4	-17	-12	0	0.9
COc1ccc(/C=N/NC(=O)c2cccc(NC(=O)c3ccccc3Cl)c2)c(OC)c1	2	-12	0	-9	-1.9	-26	3	-4	-0.5
O=C(COC(=O)c1cccs1)Nc1ccccc1C(F)(F)F	3	5	13	-7	-2.2	-8	1	2	-0.6
CCCCNC(=O)Cn1cnc2sc(C)c(S(=O)(=O)N3CCN(c4ncccn4)CC3)c2c1=O	3	5	9	0	-2.8	-5	-11	-2	-0.4
O=C(c1ccccc1)N1CCn2c1nc1ccccc12	1	6	9	-6	-3.1	7	3	1	-0.3
CNC(=O)c1c2c(nc3ccc(Br)cc13)CCCC2	8	-10	4	0	-0.2	-10	-2	3	1.0
COc1ccccc1CNC(=S)Nc1ccc2nc(N3CCN(C)CC3)cc(C)c2c1	5	-43	10	10	-2.8	21	-3	3	-0.7
COc1ccc(N(CC(=O)Nc2ccccc2F)S(=O)(=O)c2ccc(C)c([N+](=O)[O-])c2)cc1	4	3	-23	5	-0.5	-1	-9	4	0.0
Cc1ccc(NC(=O)CN2C(=O)N/C(=C\c3cccnc3)C2=O)cc1	2	-5	1	10	-2.4	11	-2	12	-0.6

IMP-1 inh: entries above that show a hit.
SMILES | IDE cell activ | NS3 helicase inh | UBC9 SUMO inh | p-CIP stab down | IMP-1 inh | PfM18AAP inh | IDE cell inh | VIM-2 inhibitor
CN(C)/C=N/C1=C(C#N)C(c2ccc(Br)cc2)c2ccc3ccccc3c2O1 (configuration not stated) | 2 | 19 | 8 | -5 | 6.1* | 21 | 1 | -1.8

The listing picks up; the three compounds before the break are reprinted first.
SMILES	IDE cell activ	NS3 helicase inh	UBC9 SUMO inh	p-CIP stab down	IMP-1 inh	DNA FID counter	PfM18AAP inh	IDE cell inh	VIM-2 inhibitor
COc1ccccc1CNC(=S)Nc1ccc2nc(N3CCN(C)CC3)cc(C)c2c1	5	-43	10	10	-2.8	21	-3	3	-0.7
COc1ccc(N(CC(=O)Nc2ccccc2F)S(=O)(=O)c2ccc(C)c([N+](=O)[O-])c2)cc1	4	3	-23	5	-0.5	-1	-9	4	0.0
Cc1ccc(NC(=O)CN2C(=O)N/C(=C\c3cccnc3)C2=O)cc1	2	-5	1	10	-2.4	11	-2	12	-0.6
O=[N+]([O-])c1cccc(S(=O)(=O)c2ccc(NCCOCCO)c([N+](=O)[O-])c2)c1	2	2	15	-14	-2.4	4	-3	-1	-1.4
O=c1cc(CN2CCN(Cc3ccccc3)CC2)c2cc(Cl)ccc2o1	3	1	16	1	-4.2	0	-4	.	-0.9
C=CCn1c(=O)c(C(=O)Nc2ccc(C)cn2)c(O)c2ccccc21	2	10	2	1	-0.1	-6	0	-1	0.5
CCC1=C(OC(=O)N(CC)CC)N2C(=O)OC(=NCCc3c[nH]c4ccccc34)[C@]2(Cc2ccccc2)[C@H]2C1=CC[C@H]1C(=O)N(CC(=O)OC)C(=O)[C@H]12	2	.	-6	-12	.	.	.	5	.
COc1ccc(N(C(=O)COc2ccc(C)cc2)S(=O)(=O)c2ccc(C)cc2)cc1	1	7	-7	-17	-4.1	-22	6	-1	-2.2
Cc1ccc(C)c(-n2nnnc2SCC(=O)NNC(=O)c2ccco2)c1	8	-2	4	-12	-3.9	-9	-5	3	-3.6
CCCN1CCN(C(=O)C2CCN(c3ncnc4c3nc3n4CCCCC3)CC2)CC1	-6	2	8	6	-0.8	-16	0	1	3.2
COCC(C)N=CC1=C(O)CC(C)(C)CC1=O (configuration not stated)	4	0	12	0	-1.6	0	1	2	-3.1
Cc1cc(C(=O)NC(=S)Nc2cccc(NC(=O)C(C)C)c2)ccc1[N+](=O)[O-]	-4	-18	-4	16	-1.4	-2	-3	6	-5.3
Cc1ccc(C(=O)c2coc3c2C(=O)C(=O)c2ccccc2-3)cc1	1	15	29	2	0.8	-8	10	0	-1.8
COc1ccc2ncc(OC(C)=O)cc2c1	-3	-2	26	-13	-2.0	1	1	-2	1.0
COc1ccccc1CC(=O)Nc1ccc(S(=O)(=O)N2CCN(C)CC2)cc1	0	-4	10	6	-3.7	6	-1	0	-2.5
CCc1nn(CCCC(=O)NCc2ccc(OC(C)C)cc2)c(=O)c2cc3occc3n12	4	8	0	-5	-4.4	-52	7	-2	-1.4
CC(C)c1ccc(NC(=O)NC2CCCCC2)cc1	-5	-3	5	-29	-1.7	-9	0	-1	-1.8
CSc1ccccc1OCc1cc(C(=O)N2CCN(c3ncccn3)CC2)no1	-1	-4	3	-1	-3.1	-67	5	4	-2.8
CS(=O)(=O)N1CCc2ccccc2C1	1	-6	-3	-2	-4.0	-1	2	1	-3.1
COc1ccc(CNCc2ccc3c(c2)OCO3)c(OC)c1OC	6	-4	19	-12	-1.9	-6	-9	.	-2.3
Cc1ccc(C(=O)NCC(=O)OCC(=O)c2c(N)n(C)c(=O)n(C)c2=O)s1	3	14	0	-5	-4.2	1	-3	4	-0.7
COc1ccc(N2C(=O)C(=O)/C(=C(/O)c3ccc(C)cc3)C2c2cccnc2)cc1 (configuration not stated)	1	-4	13	-4	-0.6	-12	6	-9	-0.8
CN(Cc1nccn1C)C(=O)C1CCC(=O)N(CCc2ccc(Cl)cc2)C1 (configuration not stated)	2	-5	2	-8	-3.7	-11	-2	3	-1.0
NS(=O)(=O)c1cccc(NC(=O)COC(=O)Cc2ccc(Cl)cc2)c1	-5	-10	-9	2	-2.4	7	-4	2	-4.0
COc1ccc(/C=C/C(=O)OCC(=O)c2c(N)n(C)c(=O)n(C)c2=O)cc1	-5	-3	-1	2	-2.2	1	-7	1	-2.4
CSCC[C@H](NC(=O)Cc1ccc(Cl)cc1)C(=O)N1CCC2(CC1)NCCc1[nH]cnc12	3	-1	.	-15	-2.1	12	-12	1	0.7
CC(C)c1nnc(NC(=O)COc2ccccc2[N+](=O)[O-])s1	.	-5	-2	-6	-3.5	-4	-2	5	-3.5
CCOC(=O)C1(Cc2cccc(OC)c2)CCCN(Cc2ccc(NC(C)=O)cc2)C1 (configuration not stated)	2	-3	12	1	-1.8	2	-4	-3	-1.5
CCC(C)(C)NC(=O)C(c1ccc(OC)cc1)N(C(=O)CCC(=O)Nc1cc(C)on1)c1ccc(F)cc1 (configuration not stated)	-1	-18	-4	-2	-2.6	-48	5	1	-2.8
CCO[C@H]1OC(C(=O)N2CCN(Cc3ccc4c(c3)OCO4)CC2)=C[C@@H](c2ccccc2)[C@@H]1CCCO	-4	3	0	2	-1.7	-34	-1	9	-2.5
CN(C)CCCN(C(=O)CCc1ccccc1)c1nc2ccc(Br)cc2s1	29*	-89	-20	4	2.9	5	-2	-2	0.3
CCCCn1nnnc1NCc1ccc(N2CCCC2)cc1	4	-29	-6	5	-1.6	-4	12	-3	-2.0
Cc1[nH]c2ccccc2c1/C=C/c1nc2ccccc2c(=O)n1CCO	-4	6	-8	-16	-2.5	-5	-1	-3	-0.7
COc1ccc(C)cc1NC(=O)CSc1nnc(-c2ccc(OC)c(OC)c2)n1N	4	6	26	4	-4.1	-24	-13	3	-3.1
CCc1nnc(SCc2ccc(OC)c(Br)c2)n1N	-3	2	-8	4	-1.0	0	-1	3	-3.1
O=[N+]([O-])c1cc(/C=N\O)ccc1Oc1ccc(F)cc1	3	-2	-4	5	-0.3	12	1	4	0.8
Cc1cc(Nc2cccc(F)c2)nc(NCc2ccccc2)n1	5	-71	-26	-1	-3.1	22	5	4	-1.1
CSc1cccc(NC(=O)C2CCCN(S(=O)(=O)c3cccs3)C2)c1 (configuration not stated)	0	-14	3	-1	-1.9	-20	-3	3	-1.0
O=C(NC1CCN(Cc2ccccc2)CC1)C1COc2ccccc2O1 (configuration not stated)	5	-4	5	-8	0.3	6	-3	-3	-0.9
Cc1nccn1-c1ccc(C(F)(F)F)cc1NC=O	1	3	10	-7	-2.9	0	-5	2	-2.2
O=C(CCN1C(=O)c2ccccc2C1=O)Oc1ccc2ccccc2c1	2	2	0	-12	-4.0	0	-1	8	-1.7
Cc1cc(Cl)ccc1OCc1nc(-c2ccc(O)cc2)n[nH]1	0	-6	-3	-5	-5.4	2	-3	2	-5.0
CN(C)c1ccc(C(CC(=O)c2ccccc2)C2CCCCC2=O)cc1 (configuration not stated)	0	5	10	-5	-3.7	-3	-5	4	1.0
COc1cccc(C(=O)NCc2cccnc2)c1	2	3	2	11	-1.7	-1	-5	-1	2.6
CCC(C)(C(=O)NC1CCCC1)N(C(=O)CC1NC(=O)NC1=O)c1ccc(C)cc1 (configuration not stated)	3	-2	6	8	0.3	-18	8	5	-0.7
Cc1c(C(=O)NCCc2ccc3c(c2)OCCO3)oc2ccccc12	1	-5	-3	-8	-2.1	-26	-1	10	0.4
O=C(CN1C(=O)CCSc2ccccc21)Nc1ccc2c(c1)OCO2	-4	0	4	-4	1.0	-12	9	-3	3.1
Cc1ccc(OCCn2cnc3c(N)ncnc32)cc1	6	11	12	-5	-1.9	-1	-6	2	-2.7
CC1CCN(C(=O)Cn2nnc(-c3ccc(N)cc3)n2)CC1	3	6	10	-2	-1.6	-1	-1	9	-1.1
Cc1ccc(NC(=O)c2c(-c3ccccc3)noc2C)nc1	0	7	4	-12	-0.4	-9	-8	1	0.6

For reference, some entries already given:
SMILES	IDE cell activ	NS3 helicase inh	UBC9 SUMO inh	p-CIP stab down	IMP-1 inh	DNA FID counter	PfM18AAP inh	IDE cell inh	VIM-2 inhibitor
Cc1nccn1-c1ccc(C(F)(F)F)cc1NC=O	1	3	10	-7	-2.9	0	-5	2	-2.2
O=C(CCN1C(=O)c2ccccc2C1=O)Oc1ccc2ccccc2c1	2	2	0	-12	-4.0	0	-1	8	-1.7
Cc1cc(Cl)ccc1OCc1nc(-c2ccc(O)cc2)n[nH]1	0	-6	-3	-5	-5.4	2	-3	2	-5.0

From PubChem
